Bioassay records from PubChem.
ADAM17 inh: ADAM17 inhibitors, primary screen, biochemical, QFRET | recombinant ADAM17, EDANS/DABCYL FRET peptide cleavage | inhibition, % at 6.95 µM | 0.83% of 370,000 active | AID 720648, 2013;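 active = inhibition above the mean of compounds lying between control limits plus 3 SD, set per campaign, cut at about 8.5% in these data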;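 also: 0% = DMSO-only wells as the low control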
ARFGAP1 inh: inhibitors of rat ARFGAP1 GAP activity, primary screen, biochemical, fluorescence polarization, GDP tracer; ADP-ribosylation factor GTPase-activating protein 1 (Rattus norvegicus), Q62848; AID 651572, 2012; 0.26% of 360,000 active; Arfgap1-stimulated ARF1 GTP hydrolysis, GDP FP detection; inhibition, % at 16.5 µM;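 active = inhibition above a per-plate limit, mean inhibition of low control wells plus 3 SD, cut at about 25% in these data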;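 also: 0% = DMSO wells with enzyme and 100% = wells lacking Arfgap1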
Target sequence (Q62848 1-136 limits assumed): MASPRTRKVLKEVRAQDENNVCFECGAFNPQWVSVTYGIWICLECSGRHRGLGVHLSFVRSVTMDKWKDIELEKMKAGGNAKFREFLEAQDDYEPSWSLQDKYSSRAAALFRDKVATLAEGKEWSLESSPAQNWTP
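Material: truncated rat Arfgap1 GAP domain; Incubation: compound-enzyme preincubation 20 min, reaction 120 min, detection 60 min, 25 °C; Read-out: percent inhibition of Arfgap1-stimulated GTP hydrolysis; Technique: FP, GDP Alexa 633 tracer displaced from anti-GDP antibody, 620/688 nm; Controls: No-Arfgap1 wells (100%) versus DMSO full-reaction wells (0%); Replication: single well per compound.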
KLK7 zymogen act: proKLK7 zymogen activators, primary screen, biochemical, fluorescence intensity; purified proKLK7, EDANS-DABCYL substrate fluorescence; 100% is mature enzyme control, 0% vehicle; activation, % at 7 µM; 0.9% of 370,000 active; AID 652039, 2013;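 active = activation above the mean of all tested compounds plus 3 SD, computed per campaign excluding outliers beyond control limits, cut at about 13% in these data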
PLC-gamma1 inh: PLC-gamma1 enzyme inhibitors, primary screen, biochemical, fluorescence, purified enzyme; 1-phosphatidylinositol 4,5-bisphosphate phosphodiesterase gamma-1 (Homo sapiens), P19174; inhibition, % at 12.2 µM; fluorogenic substrate; 0.84% of 370,000 active; in the data active = inhibition above about 9.5%
PLC-beta3 inh: human PLC-beta3 inhibitors, primary screen, biochemical, fluorescence. 1-phosphatidylinositol 4,5-bisphosphate phosphodiesterase beta-3 (Homo sapiens), Q01970. Purified PLC-beta3, fluorogenic substrate. inhibition, % at 12.2 µM. 0.18% of 370,000 active; in the data active = inhibition above about 11%;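 also: 0% = median of compound wells on plate and 100% = full blocker control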
UHRF1 binding: UHRF1 methylated DNA binding inhibitors, primary screen, counter-screen for MBD2 inhibitor project, biochemical, TR-FRET, human UHRF1, single concentration. UHRF1 binding to methylated oligo. 0.75% of 370,000 active. AID 687016, 2013. inhibition, % at 4.4 µM; in the data active = inhibition above about 21%;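 also: UHRF1 SRA domain binding a hemimethylated CpG hairpin DNA probe; 0% = median of test compound wells and 100% = reference inhibitor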
Target sequence (Q96T88 whole entry, looked up, the tested form may be a part): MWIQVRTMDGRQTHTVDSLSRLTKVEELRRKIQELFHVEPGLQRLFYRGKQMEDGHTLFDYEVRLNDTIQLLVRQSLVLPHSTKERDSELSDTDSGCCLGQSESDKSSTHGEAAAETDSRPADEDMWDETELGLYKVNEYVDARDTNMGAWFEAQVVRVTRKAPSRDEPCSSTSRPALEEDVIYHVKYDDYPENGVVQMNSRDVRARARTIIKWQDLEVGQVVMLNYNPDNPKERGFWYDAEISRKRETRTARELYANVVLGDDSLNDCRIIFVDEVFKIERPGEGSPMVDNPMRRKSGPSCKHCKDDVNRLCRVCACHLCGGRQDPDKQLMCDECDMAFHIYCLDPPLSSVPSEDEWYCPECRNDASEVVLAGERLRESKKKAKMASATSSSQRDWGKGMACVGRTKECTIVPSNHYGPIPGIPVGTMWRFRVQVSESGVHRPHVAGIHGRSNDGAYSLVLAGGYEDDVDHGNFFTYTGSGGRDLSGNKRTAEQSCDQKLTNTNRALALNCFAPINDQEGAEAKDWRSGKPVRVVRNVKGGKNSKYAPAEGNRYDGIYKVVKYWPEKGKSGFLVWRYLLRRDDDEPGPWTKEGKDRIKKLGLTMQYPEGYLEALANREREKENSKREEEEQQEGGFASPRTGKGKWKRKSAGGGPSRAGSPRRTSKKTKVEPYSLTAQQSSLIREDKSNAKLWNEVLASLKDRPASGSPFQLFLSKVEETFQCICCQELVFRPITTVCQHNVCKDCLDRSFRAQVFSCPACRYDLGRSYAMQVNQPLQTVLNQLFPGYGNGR
MBD2 inh: inhibitors of MBD2 binding to methylated DNA, primary screen, biochemical, TR-FRET, DNA-binding domain, human. Methyl-CpG-binding domain protein 2 (Homo sapiens), Q9UBB5. MBD2 binding to methylated oligonucleotide. inhibition, % at 4.4 µM. 0.31% of 370,000 active; in the data active = inhibition above about 13%
DDE Tn6 FP inh: inhibitors of Tn6 peptide binding to fibrin DD(E), primary screen, biochemical, fluorescence polarization, human fibrin, Tn6 probe; 0.21% of 370,000 active; inhibition, % at 8.3 µM; AID 720509, 2013; Fibrin DD(E) TRITC-Tn6 fluorescence polarization displacement;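 active = inhibition above a per-campaign cutoff: mean of compounds within control limits plus 3 SD, cut at about 15% in these data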;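 also: 0% = median of all compound wells on the plate and 100% = blocking peptide control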
ASAP1 GAP inh: inhibitors of human ASAP1 ArfGAP activity, primary screen, biochemical, fluorescence polarization; ASAP1-stimulated ARF1 GTP hydrolysis, GDP FP detection; inhibition, % at 16.5 µM; 0.19% of 360,000 active; AID 624377, 2012; in the data active = inhibition above about 25%;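 also: 0% = vehicle with enzyme and substrate and 100% = no enzyme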
Tn7 DDE FP: inhibitors of Tn7 peptide binding to fibrin DD(E), primary screen, biochemical, fluorescence polarization, human fibrin, Tn7 probe. AID 720508, 2013. inhibition, % at 8.3 µM. Fibrinogen beta chain (Homo sapiens), P02675. FP displacement of FITC-Tn7 peptide from fibrin DD(E); 0% = median of compound wells per plate. 0.13% of 370,000 active;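 active = inhibition above the mean of compounds falling within the control limits plus 3 SD of them, cut at about 14% in these data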;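 also: 0% = plate median of compound wells and 100% = 10 µM Aha-Tn7 peptide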
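Test system: human clot-derived fibrin DD(E) complex / Quantity: 2 µM final DD(E) protein / Incubation: 10 min plus 3 h, room temperature / Measured by: fluorescence polarization / Benchmarks: high control of 10 µM Aha-Tn7 peptide / Replicates: singlicate testing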
Starred values were filed as active, the others as inactive; i = inactive; . = not tested or not shown.

SMILES	ADAM17 inh	ARFGAP1 inh	KLK7 zymogen act	PLC-gamma1 inh	PLC-beta3 inh	UHRF1 binding	MBD2 inh	DDE Tn6 FP inh	ASAP1 GAP inh	Tn7 DDE FP
O=C(Nc1ccc(S(=O)(=O)N2CCCC2)cc1)c1ccccc1	-5	-13	-0.6	-3	-5	1	8	0	2	0
COc1ccc(CN2CCNC(=O)C2CC(=O)N2CCc3ccccc3C2)c(OC)c1 (stereo unspecified)	3	-2	-0.2	4	1	0	-7	-4	3	0
CC(=O)c1ccc(OCc2ccc(C(=O)c3ccccc3)cc2)cc1	1	6	0.1	0	-4	-1	2	0	1	-5
COC(=O)c1cc2c(N)c(C(=O)c3ccccc3)sc2nc1C(OC)OC	0	3	0.8	-93	-113	0	-2	-3	-8	-2
O=C(O)CN1CCN(Cc2ccc(F)cc2Cl)C1=O	-5	-11	-0.2	0	1	1	-4	-2	3	-1
CCNCc1nc2cc(OC)c(OC)cc2c(=O)[nH]1	-3	9	-0.7	-1	-3	1	2	-9	7	-2
COC(=O)c1cccc(NC(=S)Nc2cccc(Cl)c2Cl)c1	-1	0	0.2	0	-3	6	5	1	-2	-2
COc1ccc(-c2nc(N)ncc2-c2ccc(Cl)cc2)c(O)c1	-1	-5	0.4	-5	-14	1	5	5	6	3
O=C(Nc1ccon1)c1sc2cc(Cl)ccc2c1Cl	-1	6	-0.4	-1	-9	-3	1	1	2	8
O=P(CCCO)(Cc1ccccc1)Cc1ccccc1	-3	-11	-0.9	5	-3	-2	-4	-3	-15	5
CCN(CC)c1ccc(C(=O)OCc2c(C)noc2C)cc1	0	0	0.8	-16	-30	1	-4	1	-13	2
CCn1nc(NC(=O)COC)c2cc3cccc(C)c3nc21	-61	6	1.5	-401	i	-3	-3	5	-7	2
Cc1cc(NS(C)(=O)=O)c(=O)n(Cc2c(F)cccc2Cl)c1	-14	-13	0.7	-1	-2	-2	-7	3	0	0
Cc1ccc(/C=N\NC(=O)CC(=O)NCCc2ccccc2)cc1	-4	-3	0.4	0	-5	-2	-7	1	1	-2
CCn1c(-c2c(Cl)c(C)nn2C)n[nH]c1=S	0	0	-0.2	3	2	-5	-8	0	4	-6
CCc1nnc(NC(=O)c2ccc(S(=O)(=O)NC3CCCCC3)cc2)s1	-2	2	0.3	-6	-1	-2	0	1	-3	-2
O=C(CSC1=NCCS1)N1CCN(c2ccccc2)CC1	-1	0	0.2	2	4	-1	0	-2	0	0
COC(=O)c1ccc(NC(=O)CCOc2ccccc2)cc1	1	8	0.9	-1	-8	3	0	1	-5	0
CCCCNC1=CC(=O)C(NCCCC)=CC1=O	-10	-5	0.8	0	-5	-14	-21	4	-8	0
CCc1ccc(-c2cc(C(=O)N/N=C/c3c[nH]c4ccccc34)[nH]n2)cc1	-1	6	-5.4	-8	-15	3	6	-4	3	6
O=C(CCN1C(=O)C2C3C=CC(C3)C2C1=O)N1CCN(c2ccccc2Cl)CC1 (stereo unspecified)	-4	2	0.6	-1	-4	11	7	2	6	9
COc1cc(C(=O)NC(=S)Nc2ccc([N+](=O)[O-])cc2C)cc(OC)c1OC	6	-2	-0.1	2	4	-3	-7	1	6	6
COc1ccc(C(CNC(=O)c2cccc(S(=O)(=O)N3CCCC(C)C3)c2)N(C)C)cc1 (stereo unspecified)	-3	-10	0.0	-2	-8	0	-2	5	-1	-1
Cc1[nH]c2ccccc2c1N=Nc1cccc(C(=O)O)c1	5	2	1.5	-32	-38	-1	-2	2	2	-6
CCOC(=O)N1CCN(C(=O)CCCn2c(=S)[nH]c3ccc(Br)cc3c2=O)CC1	-2	6	-0.5	1	6	4	-1	-7	3	-10
CCOC(=O)c1cnc(SC2CC(=O)N(c3ccc(C)cc3)C2=O)nc1N (stereo unspecified)	-3	18	-0.2	-1	-1	0	1	4	-9	-1
O=C(C[C@H]1C/C=C\CCCC(=O)OC[C@H]2CCCN2C1=O)NCCO	-4	-6	-0.4	2	1	-1	-2	-1	-14	-3
CC(=O)c1ccc(NCCC(=O)c2ccccc2)cc1	-3	-7	0.6	4	1	-2	-1	3	2	4
CCCCC[C@H]1CN(CCc2ccccc2)C(=O)[C@@H]1CC(=O)NCc1ccc(OC)cc1	0	4	0.4	3	-1	5	0	-4	11	5
CCCCc1c(-c2ccccc2OC)ncn1Cc1ccc([N+](=O)[O-])cc1	-4	-13	1.1	-5	0	1	3	2	3	5
CN(Cc1ccc(F)cc1)C(=O)c1cccc2c1C(=O)N(Cc1cccnc1)C2	-4	.	-0.1	1	1	-1	6	-4	.	-6
CCC1(O)C(=O)OCc2c1cc1n(c2=O)Cc2cc3c(N)cccc3nc2-1 (stereo unspecified)	-8	-2	23*	-29	-39	-12	-14	0	-1	-11
COc1ccc(-n2c(C)ccc2-c2ccccc2)cn1	-5	4	-1.1	-11	-19	2	3	-4	-11	4
CCOc1ccccc1N1CCN(C(=O)NCc2ccc(Cl)cc2)CC1	1	2	-0.2	2	-7	-2	-1	0	1	-1
O=C(Nc1ccc(Br)cc1)C1CCCN(C2=NS(=O)(=O)c3ccccc32)C1 (stereo unspecified)	-7	-13	0.1	6	-12	6	1	1	-4	1
CC(=O)Nc1ccc(C(=O)Nc2ccc(S(=O)(=O)N3CCOCC3)cc2)cc1	1	4	-0.3	0	-4	4	-3	1	-2	-1
COc1ccc(S(=O)(=O)N(CCCN2CCCC2=O)Cc2cc3c(C)ccc(C)c3[nH]c2=O)cc1	-136	-5	-0.8	-130	-165	8	9	-8	4	2
COc1cccc(C(=O)Nc2nnc(S(=O)(=O)Nc3cccc(C)c3)s2)c1	1	4	0.6	-28	-30	-1	-6	6	11	3
Cc1ccc(NC(=O)c2nnn(CC(=O)Nc3ccccc3)c2N)cc1C	-4	6	-0.5	0	-3	0	5	-4	3	0
N#CC1=C2N=C(N)c3ccccc3N2C2=C(C(=O)CCC2)C1c1ccc(F)cc1 (stereo unspecified)	-2	0	0.3	-8	-16	3	5	2	0	-7

Marked active in KLK7 zymogen act (from the list above):
smiles	ADAM17 inh	ARFGAP1 inh	KLK7 zymogen act	PLC-gamma1 inh	PLC-beta3 inh	MBD2 inh	DDE Tn6 FP inh	ASAP1 GAP inh	Tn7 DDE FP
CCC1(O)C(=O)OCc2c1cc1n(c2=O)Cc2cc3c(N)cccc3nc2-1 (stereo unspecified)	-8	-2	23*	-29	-39	-14	0	-1	-11

Continuation.
SMILES	ADAM17 inh	ARFGAP1 inh	KLK7 zymogen act	PLC-gamma1 inh	PLC-beta3 inh	UHRF1 binding	MBD2 inh	DDE Tn6 FP inh	ASAP1 GAP inh	Tn7 DDE FP
COc1ccc(-c2nn(-c3ccccc3)cc2C(=O)NC(=S)NNC(=O)c2ccncc2)cc1	4	-6	0.3	-3	-2	-12	-1	8	4	2
O=C(CCC(=O)OCc1ccc(C(=O)Oc2ccccc2)cc1)Nc1cccc2ccccc12	-4	6	-0.5	-1	1	-3	5	-1	3	2
OCC1OC(n2ccc3c(NO)ncnc32)C(O)C1O (stereo unspecified)	-2	0	0.3	-7	-5	0	2	-2	-5	-6
N/C(Cc1nc(-c2ccc(Cl)cc2)cs1)=N/O	-1	4	0.5	-4	-7	0	-2	5	-4	1
CCCCC1=CC2=C(c3ccco3)C(=O)C(C)(OC(=O)c3ccc(OC)cc3)C(=O)C2=CN1CC(C)C (stereo unspecified)	-2	1	3.7	-136	-192	-1	-2	-2	5	0
COc1ccc(Cl)cc1NC(=O)CNc1ccccc1N1CCOCC1	-2	-5	0.4	3	-6	2	8	-4	9	0
CC1OC(Nc2cccc3ccccc23)C(O)C(O)C1O (stereo unspecified)	-34	9	-32	-63	-83	-5	-8	-9	26*	10
NC(=O)c1ccccc1NC(=O)NC1CCCCC1	-6	6	-0.6	-1	-6	6	6	-6	-3	0

An excerpt from above in order of their number in KLK7 zymogen act, falling:
molecule,KLK7 zymogen act
CCCCC1=CC2=C(c3ccco3)C(=O)C(C)(OC(=O)c3ccc(OC)cc3)C(=O)C2=CN1CC(C)C (stereo unspecified),3.7
N/C(Cc1nc(-c2ccc(Cl)cc2)cs1)=N/O,0.5
O=C(CCC(=O)OCc1ccc(C(=O)Oc2ccccc2)cc1)Nc1cccc2ccccc12,-0.5
NC(=O)c1ccccc1NC(=O)NC1CCCCC1,-0.6
CC1OC(Nc2cccc3ccccc23)C(O)C(O)C1O (stereo unspecified),-32

Rewritten in markdown: two of the compounds above
| Molecule | ADAM17 inh | ARFGAP1 inh | KLK7 zymogen act | PLC-gamma1 inh | PLC-beta3 inh | UHRF1 binding | MBD2 inh | DDE Tn6 FP inh | ASAP1 GAP inh | Tn7 DDE FP |
| --- | --- | --- | --- | --- | --- | --- | --- | --- | --- | --- |
| CC1OC(Nc2cccc3ccccc23)C(O)C(O)C1O (stereo unspecified) | -34 | 9 | -32 | -63 | -83 | -5 | -8 | -9 | 26* | 10 |
| COc1ccc(-c2nn(-c3ccccc3)cc2C(=O)NC(=S)NNC(=O)c2ccncc2)cc1 | 4 | -6 | 0.3 | -3 | -2 | -12 | -1 | 8 | 4 | 2 |
